SIRT5 block: inhibitors of human sirtuin-5 desuccinylase | Purified SirT5, succinyl-peptide AMC, trypsin-coupled fluorescence | 330,000 compounds, 1.1% hits | inhibition, % at 15 µM | Q9NXA8; in the data active = inhibition above about 15%; inconclusive = no clear call, values can overlap the other calls
Target sequence (Q9NXA8 whole entry, looked up): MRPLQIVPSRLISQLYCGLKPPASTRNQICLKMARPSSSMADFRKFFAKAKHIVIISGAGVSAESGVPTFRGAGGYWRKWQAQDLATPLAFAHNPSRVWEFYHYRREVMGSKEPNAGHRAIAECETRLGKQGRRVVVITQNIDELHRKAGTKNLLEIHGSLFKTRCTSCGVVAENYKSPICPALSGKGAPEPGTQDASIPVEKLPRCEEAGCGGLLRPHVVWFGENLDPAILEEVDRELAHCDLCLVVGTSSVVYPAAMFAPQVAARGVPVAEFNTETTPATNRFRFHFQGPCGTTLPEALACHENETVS
S100A4 MyoIIA: blocks human S100A4 binding to myosin IIA peptide; AID 652163; S100A4/TAMRA-MyoIIA peptide fluorescence polarization; inhibition, % at 10.7 µM; 360,000 compounds, 0.14% hits;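 active = mean inhibition of at least 70% across replicates, with every replicate also reaching that level; inconclusive = mean inhibition reaches 70% but some replicates fall short; inactive = mean inhibition below 70%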
Target sequence (P26447 whole entry, looked up): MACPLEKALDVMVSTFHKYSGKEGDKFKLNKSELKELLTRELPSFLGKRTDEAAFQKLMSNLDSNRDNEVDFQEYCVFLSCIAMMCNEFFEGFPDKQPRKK
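System – human S100A4 monomer protein, biochemical binding assay · Buffer or medium – Calcium-containing HEPES buffer, pH 7.2 · Timing – 5 min between mix addition and reading · Also added – TAMRA-labelled myosin IIA heavy-chain peptide probe, 5 nM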
C2C12 statin: suppressors of simvastatin-induced myotoxicity in C2C12 myotubes; 330,000 compounds, 0.78% hits; ATP luminescence, 48 h; scaled: DMSO 0, geranylgeraniol control 100; rescue of ATP level, % at 7.49 µM;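 active = mean ATP rescue above about 67%, or every replicate alone reaching that limit, limit read from the data, passing the limit was not always enough; inconclusive = no clear call, values can overlap the other calls; inactive = mean under the limit and some replicate under it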;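 note: myotubes were challenged with 10 µM simvastatin during compound exposure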
DENV2 CPE: protects cells from dengue virus 2 cytopathic effect. DENV2-infected cells, cytopathic effect rescue, plate reader. CPE inhibition, % at 9.99 µM. 350,000 compounds, 1.7% hits. AID 651640; in the data active = CPE inhibition above about 20%, passing the limit was not always enough; inconclusive = no clear call, values can overlap the other calls; tested in BHK-21 cells;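 note: 0% = median of neutral control wells and 100% = median of positive control wells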
ERp5 inh: inhibitors of human ERp5; AID 651711; 350,000 compounds, 0.05% hits; inhibition, % at 9.99 µM; Q15084; ERp5 insulin aggregation, absorbance 650 nm, 90 min;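 active = mean replicate inhibition above about 25%, with every replicate also reaching it, limit read from the data, passing the limit was not always enough; inconclusive = only one of those two criteria met; inactive = neither criterion met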
E-sel inducer: E-selectin induction on HUVECs; P16581; HUVEC E-selectin immunofluorescence imaging; normalized: neutral wells 0, TNF-alpha wells 100; activation, % at 7.58 µM; 260,000 compounds, 0.37% hits; AID 686992;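 active = mean E-selectin-positive cell signal at least 10% of the positive control, reached in at least 60% of replicates, without over 20% cell loss; inconclusive = no rule given, readout overlaps actives, possibly toxicity-flagged; inactive = the rest, including those meeting only one limit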;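 note: in these data hits start at about 27%; measured in HUVEC primary endothelial cells; signal is the percent of cells scored E-selectin positive by PE staining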
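Read-out: % PE-positive cells | Test system: HUVEC | Doses: One compound dose added by pin transfer | Buffer or medium: EGM-2 over gelatin coat | Signal: Immunofluorescence imaging | Benchmarks: TNF-alpha, DMSO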
PglD inh: inhibitors of Campylobacter jejuni PglD acetyltransferase; 360,000 compounds, 0.098% hits; inhibition, % at 12.5 µM; purified PglD enzyme, DTNB colorimetric CoA detection; in the data active = inhibition above about 16%, passing the limit was not always enough; inconclusive = no clear call, values can overlap the other calls; note: strong numbers were not always called active
* = called active by the depositor; ? = inconclusive; . = not tested or not shown. Some of the compounds tested; the hit share may differ from the screen's.

1. COc1cccc(NC(=O)CN(C)C(=O)c2ccc3[nH]c4c(c3c2)CC(C)CC4)c1 (centres undefined)
2. CCCCCCCCN1C(=O)[C@H](CC(=O)NCCC(C)C)C[C@@]2(C(=O)OCC)CCCC=C12
3. C/C(CC(=O)Nc1cccnc1)=N\NC(=O)C(C)Oc1ccc(Cl)cc1Cl (centres undefined)
4. O=C(c1cc(C2CC2)nn1-c1ccccc1)N1CCN(c2ncc(C(F)(F)F)cc2Cl)CC1
5. CC(C)NC(=O)C1Cc2c(-c3ccc4c(c3)OCO4)ccnc2O1 (centres undefined)
6. CCC1CCCCN1C(=O)COC(=O)c1cc(=O)[nH]c2ccccc12 (centres undefined)
assay / entry,1,2,3,4,5,6
SIRT5 block,-2,21*,1,2,-10,0
S100A4 MyoIIA,-3,11,-3,-4,1,-2
E-sel inducer,.,.,.,0.6,-0.1,.
ERp5 inh,-5,3,2,5,8,4
PglD inh,2,.,.,1,-1,-6
C2C12 statin,3,.,.,-4,20,7
DENV2 CPE,-6,20*,8,8,-8,.

Limited to SIRT5 block, C2C12 statin and S100A4 MyoIIA, for some of the entries so far:
| nr | Compound | SIRT5 block | C2C12 statin | S100A4 MyoIIA |
| --- | --- | --- | --- | --- |
| 3 | C/C(CC(=O)Nc1cccnc1)=N\NC(=O)C(C)Oc1ccc(Cl)cc1Cl (centres undefined) | 1 | . | -3 |
| 4 | O=C(c1cc(C2CC2)nn1-c1ccccc1)N1CCN(c2ncc(C(F)(F)F)cc2Cl)CC1 | 2 | -4 | -4 |

Other structures
7. Nn1nnc2ccccc21
8. CCc1ccc(C2N3CC4([N+](=O)[O-])CN2CC([N+](=O)[O-])(C3)C4(C)C)cc1 (centres undefined)
9. CN(NC(=O)c1ccccc1F)c1ncccc1[N+](=O)[O-]
10. O=C(COC(=O)c1cc(-c2cccs2)nc2ccccc12)NC1CCS(=O)(=O)C1 (centres undefined)
11. COc1ccc(NC(=O)CN2C(=O)NC(C)(C3CC3)C2=O)cc1S(=O)(=O)N1CCOCC1 (centres undefined)
12. OC[C@H]1Nc2ccc(C#Cc3ccc(F)cc3)cc2[C@H]2[C@@H]1CCN2Cc1ccc2c(c1)OCO2
assay / entry,7,8,9,10,11,12
SIRT5 block,-2,-2,-5,-5,1,-2
S100A4 MyoIIA,-3,2,-6,1,-4,-6
E-sel inducer,1.0,2.9,6.5,.,.,-0.3
ERp5 inh,-7,-2,4,3,0,-6
PglD inh,-3,2,-9,.,.,5
C2C12 statin,1,2,-3,.,4,4
DENV2 CPE,4,5,-2,4,1,-35

Results in sequence from the list.
S100A4 MyoIIA, entries 1–12, in order: -3, 11, -3, -4, 1, -2, -3, 2, -6, 1, -4, -6
ERp5 inh, entries 1–12, in order: -5, 3, 2, 5, 8, 4, -7, -2, 4, 3, 0, -6

Records listed so far shown as hits in SIRT5 block:
nr | molecule | SIRT5 block | S100A4 MyoIIA | ERp5 inh | PglD inh | DENV2 CPE
2 | CCCCCCCCN1C(=O)[C@H](CC(=O)NCCC(C)C)C[C@@]2(C(=O)OCC)CCCC=C12 | 21* | 11 | 3 | . | 20*

Next section.
13. CCCN(CC(=O)Nc1ccccc1OC)C(=O)c1cc(-c2cccs2)nn1-c1ccccc1
14. C[C@H](CO)N1C[C@H](C)[C@H](CN(C)Cc2ccc(Cl)c(Cl)c2)Oc2c(NC(=O)NC3CCCCC3)cccc2C1=O
15. Cc1cc(C(=O)Nc2cccc3c2O[C@H](CN(C)Cc2ccncc2)[C@@H](C)CN([C@@H](C)CO)C3=O)n(C)n1
16. C/C=C/c1cnc2c(c1)C(=O)N([C@H](C)CO)C[C@@H](C)[C@H](CN(C)S(=O)(=O)c1cccs1)O2
17. O=C(c1ccc(NC2=NC3CS(=O)(=O)CC3S2)cc1)N1CCN(c2ccccc2)CC1 (centres undefined)
18. Cc1ccc(S(=O)(=O)Nc2cccc(C(=O)NCC(c3ccco3)N3CCCC3)c2)cc1F (centres undefined)
assay / entry,13,14,15,16,17,18
SIRT5 block,-3,3,4,1,3,1
S100A4 MyoIIA,-2,4,4,4,5,-5
E-sel inducer,-0.4,.,.,-0.1,-0.7,8.1
ERp5 inh,-2,6,4,2,2,-3
PglD inh,.,-2,0,12,-2,-2
C2C12 statin,.,.,-3,-32,0,2
DENV2 CPE,-9,-5,-6,7,0,-5

Molecules listed so far that contain fluorine (4):
4. O=C(c1cc(C2CC2)nn1-c1ccccc1)N1CCN(c2ncc(C(F)(F)F)cc2Cl)CC1
9. CN(NC(=O)c1ccccc1F)c1ncccc1[N+](=O)[O-]
12. OC[C@H]1Nc2ccc(C#Cc3ccc(F)cc3)cc2[C@H]2[C@@H]1CCN2Cc1ccc2c(c1)OCO2
18. Cc1ccc(S(=O)(=O)Nc2cccc(C(=O)NCC(c3ccco3)N3CCCC3)c2)cc1F (centres undefined)
assay / entry,4,9,12,18
SIRT5 block,2,-5,-2,1
S100A4 MyoIIA,-4,-6,-6,-5
E-sel inducer,0.6,6.5,-0.3,8.1
ERp5 inh,5,4,-6,-3
PglD inh,1,-9,5,-2
C2C12 statin,-4,-3,4,2
DENV2 CPE,8,-2,-35,-5

Further compounds
19. CC(C)Cc1ccc(/C=C/C(=O)N2CCCCC2)cc1
20. O=C(Nc1cccc(-c2cccc(F)c2)c1)C1CCN(C2CCC2)CC1
21. Cc1ccc(NS(=O)(=O)c2cccc(C(=O)Nc3cccnc3)c2)c(C)c1
22. Cc1ccc(N(C(C)C(=O)NCc2ccncc2)S(C)(=O)=O)cc1C (centres undefined)
23. COC(=O)[C@H](C(C)C)N(Cc1ccccc1)S(=O)(=O)CCN1CCN(c2ccccc2)CC1
assay / entry,19,20,21,22,23
SIRT5 block,-4,0,2,-4,-11
S100A4 MyoIIA,0,-4,-2,-1,-2
E-sel inducer,3.4,.,0.3,.,-0.2
ERp5 inh,1,-2,3,3,-6
PglD inh,.,1,5,-3,1
C2C12 statin,.,-6,-5,0,-4
DENV2 CPE,.,-4,-8,-5,?
